GC-B act – GC-B (human) receptor activation | P20594 | HEK293-GC-B cells, CNP EC30, cGMP TR-FRET; 0% at EC30 CNP, 100% saturating CNP | activation, % at 10 µM | 370,000 compounds, 0.11% hits;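 active means activation at 10 µM reaching about 35% in either raw or pattern-adjusted values, limit read from the data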
hgDAF12 agonist – hgDAF-12 agonism, primary luciferase screen; HEK293 GAL4-hgDAF12 UAS-luciferase reporter, agonist luminescence; normalized to butyrate control; activation, % at 6.8 µM; 370,000 compounds, 1.8% hits; AID 687014;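 active means activation above a cutoff set at the mean of all screened compounds plus 3 SD, cut at about 10% in these data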;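 further: 0% = DMSO wells and 100% = sodium butyrate wells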
sPLA2-III inh – Inhibits HGIII-sPLA2 liposome hydrolysis, primary screen. QFRET BODIPY PC-A2 liposome hydrolysis, fluorescence. inhibition, % at 12.2 µM. 370,000 compounds, 0.56% hits. AID 743126;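 active means inhibition above mean plus 3 SD of compounds lying within the high and low control bounds, cut at about 19% in these data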;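 further: 0% = median of test compound wells and 100% = no enzyme DMSO wells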
DAX1 inh-1 – inhibitors of human orphan nuclear receptor DAX1 (NR0B1) | HEK293 Gal4-DAX1 luciferase reporter, luminescence | inhibition, % at 6.75 µM | 340,000 compounds, 0.99% hits | AID 504766;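 active means inhibition above the mean over all tested compounds plus 3 SD, cut at about 4.2% in these data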;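 further: 0% = DAX1-transfected cells with DMSO and 100% = empty-vector control cells with DMSO; inhibition shows as a rise in luminescence from relieved DAX1 repression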
hcDAF-12 act – H. contortus DAF-12 activation, primary screen. HEK293 hcDAF-12 lit1-tk-luc reporter, luminescence; 0% DMSO, 100% Δ7-dafachronic acid. activation, % at 6.8 µM. 370,000 compounds, 1.4% hits;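 active means activation above the mean of all tested compounds plus 3 SD, cut at about 5.5% in these data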;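 further: 100% = response to 3 µM Δ7-dafachronic acid high control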
ssDAF-12 act – activates DAF-12 receptor from parasite S. stercoralis; 370,000 compounds, 1% hits; activation, % at 6.8 µM; AID 652126; HEK293 ssDAF-12/GRIP1 lit1-tk-luc reporter, luminescence; % of 3 µM dafachronic acid response;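 active means activation above the mean over all tested compounds plus 3 SD, cut at about 0.9% in these data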;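 further: 0% = DMSO-only wells and 100% = 3 µM delta7-dafachronic acid wells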
proKLK7 act – proKLK7 (human) activation, primary screen; P49862; purified proKLK7, EDANS-DABCYL substrate fluorescence; 100% is mature enzyme control, 0% vehicle; activation, % at 7 µM; 370,000 compounds, 0.9% hits; AID 652039;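 active means activation above the mean of all tested compounds plus 3 SD, computed per campaign excluding outliers beyond control limits, cut at about 13% in these data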
SMARCA2 act – activators of SMARCA2 function | activation, % at 9.1 µM | MG213 cells, MMTV-luciferase reporter, dexamethasone, overnight | 370,000 compounds, 1% hits; in the data active means activation above about 7.8%;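 further: 0% = vehicle wells and 100% = reference activator wells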
GC-A act – GC-A (human) enzyme activation. P16066. HEK293 GC-A cells, cGMP TR-FRET, EC30 ANP; 0% at EC30 ANP, 100% saturating ANP. activation, % at 10 µM. 370,000 compounds, 0.14% hits; in the data active means activation above about 40%
Target sequence (P16066 whole entry, looked up): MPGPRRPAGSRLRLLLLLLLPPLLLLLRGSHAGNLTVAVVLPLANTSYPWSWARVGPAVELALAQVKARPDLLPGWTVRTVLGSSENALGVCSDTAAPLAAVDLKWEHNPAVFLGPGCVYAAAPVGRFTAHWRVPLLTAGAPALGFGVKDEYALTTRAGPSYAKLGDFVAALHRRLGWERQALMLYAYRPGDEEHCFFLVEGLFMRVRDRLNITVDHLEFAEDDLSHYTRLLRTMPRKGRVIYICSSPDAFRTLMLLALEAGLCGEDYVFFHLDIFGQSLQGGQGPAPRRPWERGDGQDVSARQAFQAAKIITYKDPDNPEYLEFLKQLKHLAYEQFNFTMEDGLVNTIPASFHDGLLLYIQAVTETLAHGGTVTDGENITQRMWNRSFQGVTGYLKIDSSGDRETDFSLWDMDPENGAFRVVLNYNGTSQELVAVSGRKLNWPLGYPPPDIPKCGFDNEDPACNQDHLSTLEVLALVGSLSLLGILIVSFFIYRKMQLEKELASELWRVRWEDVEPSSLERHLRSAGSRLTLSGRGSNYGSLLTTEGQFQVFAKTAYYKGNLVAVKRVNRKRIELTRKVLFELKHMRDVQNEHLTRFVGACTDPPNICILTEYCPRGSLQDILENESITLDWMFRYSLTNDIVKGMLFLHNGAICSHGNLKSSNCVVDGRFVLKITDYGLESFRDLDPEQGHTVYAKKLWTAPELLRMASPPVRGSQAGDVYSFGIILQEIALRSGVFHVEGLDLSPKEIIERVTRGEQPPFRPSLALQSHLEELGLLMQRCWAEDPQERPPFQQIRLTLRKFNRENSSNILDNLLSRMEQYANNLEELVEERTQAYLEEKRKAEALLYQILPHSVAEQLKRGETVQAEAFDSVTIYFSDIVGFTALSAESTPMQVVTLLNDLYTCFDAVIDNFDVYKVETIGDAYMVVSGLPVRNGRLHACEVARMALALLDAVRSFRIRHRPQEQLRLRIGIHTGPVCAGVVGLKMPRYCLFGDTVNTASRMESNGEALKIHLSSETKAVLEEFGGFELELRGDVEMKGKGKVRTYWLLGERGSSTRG
DAX1 inh-2 – blocks DAX1 repression of SF-1 activated StAR promoter. inhibition, % at 6.8 µM. AID 652010. 370,000 compounds, 1.1% hits. HEK293T StAR-luciferase reporter, SF-1/DAX-1 repression relief;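 active means inhibition above the mean over all tested compounds plus 3 SD, cut at about 3.6% in these data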;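 further: 0% = DAX-1 cells with DMSO and 100% = cells lacking DAX-1 with DMSO; higher inhibition means more luminescence from relief of DAX-1 repression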
FXN GAA850 act – frataxin GAA850 promoter activation; HEK293 lucGAA850 FXN promoter luciferase reporter, 24 h; percent of 10 µM SAHA response; activation, % at 6 µM; 360,000 compounds, 0.56% hits; AID 540364;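 active means activation above the average of all compounds screened plus 3 SD, cutoff fixed separately per campaign, cut at about 7.5% in these data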;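 further: 0% = DMSO wells and 100% = 10 µM SAHA wells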
The depositor's hits bear a star; · = not tested or not shown.

SMILES	GC-B act	hgDAF12 agonist	sPLA2-III inh	DAX1 inh-1	hcDAF-12 act	ssDAF-12 act	proKLK7 act	SMARCA2 act	GC-A act	DAX1 inh-2	FXN GAA850 act
O=C1CCCN1c1ccc(S(=O)(=O)Oc2ccc(Cl)cc2)cc1[N+](=O)[O-]	1	-1.7	-4	-3.1	0.9	-1.4	0.1	-1	1	-0.3	-1.4
NC(=O)c1cccc(-c2ccnc3c2CC(C(=O)Nc2ccccc2)O3)c1 (stereo not given)	-4	-3.6	-5	·	-0.4	-1.6	-0.5	-2	3	-1.5	-1.8
CC(C)c1ccc(NC(=O)C2CSC3(C)CCC(=O)N23)cc1 (stereo not given)	2	2.1	-2	-0.1	-0.1	-0.6	0.1	0	2	-0.7	2.9
CN(CCOc1ccccc1)C(=O)c1ccc(F)c(S(=O)(=O)N2CCOCC2)c1	1	-1.4	0	-1.1	0.9	-1.3	0.2	-3	-2	-1.7	-0.7
C[C@@H]1ON(C)[C@H]2C[C@H]3c4[nH]c5c(-c6ccc7c(c6)OCO7)cccc5c4CCN3C[C@@H]12	-5	0.3	-15	·	-0.8	-1.5	0.7	-3	0	0.4	·
Cc1cc(C)c(NC(=O)CSc2nnc(-c3ccncc3)n2Cc2ccco2)c(C)c1	2	-1.7	6	-0.6	-0.4	-1.1	0.1	-2	2	0.4	1.5
COC(=O)[C@]12CCCCC=C1N(CCc1ccc(OC)c(OC)c1)C(=O)[C@H](CC(=O)NCCCN1CCCC1=O)C2	0	1.1	7	·	0.1	-0.9	-0.4	-3	2	-1.2	·
CCN(Cc1nc(-c2ccccc2)no1)C(=O)c1ccco1	2	0.6	1	-0.1	-1.4	-1.0	-0.2	2	0	-0.2	1.7
CC(=O)c1sc2nc(CSc3nnnn3-c3ccccc3)[nH]c(=O)c2c1C	-8	-2.2	-31	-0.8	-2.3	-0.8	-1.3	0	-11	0.3	-1.1
CC(C)OCCCN1CN(S(=O)(=O)c2ccccc2)c2nc3ccccc3nc21	6	0.2	-16	0.0	0.1	-1.8	0.0	-2	0	0.8	2.1
O=C1NC(=S)S/C1=C\c1cccc([N+](=O)[O-])c1	3	1.1	10	0.6	-1.3	-1.1	0.3	-4	-3	-1.7	0.5
O=C(CCc1nc2ccccc2c(=O)[nH]1)NNC(=O)COc1cccc(F)c1	-2	-1.3	6	0.1	2.2	-1.0	0.1	-1	-1	2.4	-0.8

Compound profiles, from the list above.
O=C(CCc1nc2ccccc2c(=O)[nH]1)NNC(=O)COc1cccc(F)c1 reads GC-B act = -2; hgDAF12 agonist = -1.3; sPLA2-III inh = 6; DAX1 inh-1 = 0.1; hcDAF-12 act = 2.2; ssDAF-12 act = -1.0; proKLK7 act = 0.1; SMARCA2 act = -1; GC-A act = -1; DAX1 inh-2 = 2.4; FXN GAA850 act = -0.8
CN(CCOc1ccccc1)C(=O)c1ccc(F)c(S(=O)(=O)N2CCOCC2)c1 reads GC-B act = 1; hgDAF12 agonist = -1.4; sPLA2-III inh = 0; DAX1 inh-1 = -1.1; hcDAF-12 act = 0.9; ssDAF-12 act = -1.3; proKLK7 act = 0.2; SMARCA2 act = -3; GC-A act = -2; DAX1 inh-2 = -1.7; FXN GAA850 act = -0.7

(list continues)
SMILES	GC-B act	hgDAF12 agonist	sPLA2-III inh	DAX1 inh-1	hcDAF-12 act	ssDAF-12 act	proKLK7 act	SMARCA2 act	GC-A act	DAX1 inh-2	FXN GAA850 act
C[C@H]1CN([C@@H](C)CO)S(=O)(=O)c2ccc(-c3cncnc3)cc2O[C@H]1CN(C)C(=O)NC1CCCC1	1	-5.8	-2	0.0	0.2	-1.2	0.2	0	3	0.2	0.2
O=C(c1ccc(Br)o1)N1CCN(CCc2ccncc2)CC1	2	-1.4	5	0.5	-0.7	-1.2	0.0	1	-2	-0.2	-0.1
O=C(O)C(Cc1ccccc1)n1c(=S)[nH]c2ccccc2c1=O (stereo not given)	-2	-0.9	1	1.1	-2.2	-1.9	0.1	1	-1	-0.3	-1.4
C/C(=N/NC(=O)c1ccc(Br)o1)c1ccncc1	8	18*	2	5.7*	1.9	0.8	-0.6	3	2	2.2	1.7
CC1=CCC(COC(=O)Nc2ccccc2)CC1 (stereo not given)	2	11*	1	2.6	2.2	-0.1	0.0	3	1	2.6	4.2
COc1ccc(CC(=O)n2c(CC#N)nc3ccccc32)cc1OC	9	-1.0	-6	-0.5	-1.0	-0.8	-0.1	0	4	-0.4	0.7
O=C(NNC(=O)c1ccccc1F)c1ccc(NS(=O)(=O)c2ccc(F)cc2)cc1	1	0.5	6	-0.4	-0.4	-0.3	0.1	0	0	0.0	1.2
COC(=O)c1sccc1-c1ccc(C(=O)Nc2cccc(Cl)c2)o1	1	1.1	1	-1.9	1.0	-0.8	0.1	-1	8	0.4	8.3*
CCCC(=O)N=c1sc2c(OC)ccc(OC)c2n1C	-6	0.5	-3	1.6	-0.8	-1.5	-0.7	3	3	-0.1	1.7
CCOC(=O)c1nc(SC)n(C)c1C(=O)OCC	5	-0.5	6	0.1	3.5	-0.3	-0.1	1	-1	0.1	0.1
CN(C(=O)CC1C(=O)NCCN1Cc1cccc(F)c1F)C1CC(C)(C)NC(C)(C)C1 (stereo not given)	1	1.6	8	0.3	1.1	-0.8	0.0	-2	1	2.2	-1.5
CC12CCC3c4ccc(O)cc4CCC3C1CC(O)C2O (stereo not given)	4	1.1	-6	-1.0	-0.6	-1.1	-0.1	0	4	0.3	3.6
O=C(Cc1nnc(NC(=O)c2ccccc2)s1)N/N=C/c1cccc(O)c1	0	0.6	-34	0.0	-1.2	-0.9	0.0	0	-3	0.2	0.2
COc1ccc(C(=O)NCCc2c[nH]c3ccccc23)cc1S(=O)(=O)N1CCCCC1C (stereo not given)	1	2.4	-71	-0.2	4.2	-0.1	-0.2	-4	2	-0.5	1.6
CCc1sc(C(=O)Nc2ccc3c(c2)OCCO3)cc1Br	-8	11*	-1	1.4	1.8	0.1	0.2	7	1	7.1*	8.0*
Cc1ccc(C(=O)Nc2ccc(CN3CCS(=O)(=O)CC3)cc2)cc1C	4	2.9	-6	1.6	0.3	-0.8	-0.5	5	0	-0.1	1.1
CCN(CC(=O)NC(C)C)Cc1nc2sc3c(c2c(=O)[nH]1)CCC3	4	-0.4	1	-0.3	-0.8	-1.4	0.1	-2	1	0.3	0.5
CCOC(=O)N1CCN(S(=O)(=O)c2c(C)nn(C)c2C)CC1	8	-1.3	-2	-0.1	-2.6	-1.1	-0.7	-1	1	-0.4	0.7
c1ccc(COc2ccc(OCCCN3CCCCC3)cc2)cc1	-1	7.4	4	0.5	2.2	-0.1	-0.4	6	2	2.7	3.3
NS(=O)(=O)c1ccc(N/N=C/c2ccc3c(c2)OCO3)c([N+](=O)[O-])c1	-5	-0.6	5	0.8	-2.3	-0.5	0.0	-2	0	-0.8	2.3
Fc1ccc(C2CCCCN2Cc2nc(CC3CC3)no2)cc1 (stereo not given)	3	1.7	6	0.1	-1.4	-2.0	0.1	-1	4	0.3	0.5
Cc1cc(N2CCN(C3CCCCC3)CC2)nc2cccc(O)c12	0	0.2	8	-1.1	-0.4	-1.9	-2.2	2	-8	2.1	-1.3
O=C(Nc1ccc(Cl)cc1)c1cccs1	-1	12*	8	0.3	-0.1	-0.8	0.9	0	1	-0.2	1.0
O=C(CNS(=O)(=O)c1cc2ccccc2s1)N1CCN(c2ccccn2)CC1	-14	-2.0	-8	·	-2.1	-1.0	-0.2	-3	-23	-0.9	·
COc1ccc(F)cc1-c1cc(NC(C)=O)c2ncc(-c3cccc(C(F)(F)F)c3)n2c1	14	1.0	2	·	0.5	-1.4	0.2	1	-3	1.2	2.2
CSc1nnc(CNS(=O)(=O)c2ccc(Cl)cc2)n1C	-4	0.6	0	-1.1	-1.4	0.8	0.4	0	3	0.0	0.8
Cn1c(Cn2c(=O)sc3ccccc32)nnc1SCc1ccccn1	-5	2.2	0	0.0	-1.4	-1.2	0.7	-1	2	0.2	-2.0
Cc1nc2ccc(S(=O)(=O)NC(C(=O)Nc3nc4ccc(Cl)cc4s3)C(C)C)cc2s1 (stereo not given)	-6	3.9	-3	2.5	-1.0	-1.3	0.1	1	-1	-1.5	-4.9
O=C(NCCc1cccc(Cl)c1)c1cccc(-n2cnnn2)c1	9	0.0	-6	-0.8	-2.1	-0.8	-0.3	2	10	1.2	-0.7
Cc1ncc([N+](=O)[O-])n1CCOC(=O)NC(NCc1cccnc1)C(Cl)(Cl)Cl (stereo not given)	-7	1.6	-1	0.0	0.0	-1.0	-1.0	-2	-2	0.0	0.3
Cc1ccc(C)c(N2CCN(C(=O)CCCn3c(=S)[nH]c4cc5c(cc4c3=O)OCO5)CC2)c1	-7	-1.9	4	0.1	-1.2	-0.9	0.3	-2	-14	1.8	2.3
CCOc1ccccc1C(=O)NCC(=O)NNC(=O)CN(C)S(=O)(=O)c1ccc(Cl)cc1	-6	-2.2	-7	-0.8	-1.6	-1.1	-0.1	-1	-3	-3.3	-3.3
COc1cc(-c2nc3ccc(C)cn3c2Nc2ccc3c(c2)OCCO3)ccc1O	39*	-4.8	-8	-2.0	1.3	-0.6	-5.7	-1	36	-0.7	0.6
C=COCCNC(=S)Nc1cccc(Cl)c1	2	4.2	11	0.1	-0.1	-0.7	0.1	-6	0	0.0	0.1
Cc1cc(C(=O)CSc2nnc(N)s2)c(C)n1-c1c(C)n(C)n(-c2ccccc2)c1=O	3	-1.0	2	-0.2	-1.5	-0.6	-0.1	-2	-2	0.0	0.6
Cc1ccc(S(=O)(=O)NCCCN2CCOCC2)c(C)c1	-4	-0.3	-3	1.6	-1.6	-0.8	-0.5	-2	-11	0.0	-1.5
COc1ccc(S(=O)(=O)N2CCCC(C(=O)NC3CC3)C2)cc1OC (stereo not given)	6	-0.6	6	1.6	-0.7	-1.0	0.7	-2	1	-0.8	-0.1
CCOCCCNC(=S)N1CCN(CC)CC1	7	3.4	1	-0.9	-0.2	-1.4	0.8	0	-3	0.3	0.7
O=C(Oc1c(-c2ccccc2)c(=O)n2c3c(cccc13)CC2)c1ccco1	4	-1.8	-6	·	-1.9	-1.3	-0.3	0	-1	0.4	-0.5
Cc1cc(N2CCCC2)c(F)cc1/C=C\[N+](=O)[O-]	0	2.5	-4	0.8	-0.8	-1.0	0.0	-1	0	-1.9	-0.9
Cc1ccc(C2=NNC3(CCOC(C)(C)C3)S2)cc1 (stereo not given)	1	17*	-1	2.2	11*	1.0*	0.0	11*	5	4.0*	5.3
O=C(CCS(=O)(=O)c1ccc(Br)cc1)N1CCN(c2ccc(Cl)cc2)CC1	-5	4.5	-4	-0.8	-0.6	-1.4	0.2	0	2	-0.3	0.6
O=C(COC(=O)c1cccc(S(=O)(=O)NCc2ccccc2)c1)NC1CC1	2	-0.4	0	0.6	-0.9	-0.5	-0.3	-1	1	0.9	0.6
NC(=O)COc1ccc(NS(=O)(=O)Cc2ccccc2)cc1	-1	0.2	1	1.1	-1.4	-0.9	0.4	1	1	0.6	-0.4
COc1ccc2ccn(S(=O)(=O)c3ccccc3)c2c1	-8	-3.6	-8	0.1	-1.7	-1.8	0.1	-2	-4	0.4	1.0

Screening results as filed in PubChem.
